# PKA inh: blocks human protein kinase A activity; P17612; PKA Kemptide phosphorylation, Kinase-Glo ATP luminescence; inhibition, % at 6 µM; 65,000 compounds, 0.1% hits; AID 524;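 active means inhibition above the screen-wide mean inhibition plus 3 SD, cut at about 21% in these data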; further: many of its hits are not listed in these tables
# FXIa mix inh: factor XIa (human) inhibition, mixture screen | inhibition, % at 5 µM | P03951 | purified FXIa, fluorogenic substrate, pooled mixtures | 62,000 compounds, 0.19% hits;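 further: each value is inhibition by a whole ten-compound pool holding the compound; 0% = enzyme with no mixture and 100% = wells lacking enzyme; strong numbers were not always called active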
# ROCK2 inh: inhibitors of human Rho kinase 2; 60,000 compounds, 0.35% hits; inhibition, % at 6 µM; O75116; purified ROCK2, Kinase-Glo ATP depletion luminescence;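 active means inhibition above the screen-wide mean inhibition plus 3 SD, cut at about 18% in these data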;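 further: plate controls were DMSO wells for no effect and Y-27632 control wells after no-enzyme background subtraction for full effect; many of its hits are not listed in these tables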
# CatL block: blocks human cathepsin L protease activity; P07711; purified cathepsin L, fluorogenic substrate, fluorescence; inhibition, %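 (tested at 10 µM)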; 58,000 compounds, 0.17% hits; AID 460; in the data active means inhibition above about 45%;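 further: 0% = enzyme with no compound and 100% = no enzyme blank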
# Target sequence (P07711 114-288 limits assumed): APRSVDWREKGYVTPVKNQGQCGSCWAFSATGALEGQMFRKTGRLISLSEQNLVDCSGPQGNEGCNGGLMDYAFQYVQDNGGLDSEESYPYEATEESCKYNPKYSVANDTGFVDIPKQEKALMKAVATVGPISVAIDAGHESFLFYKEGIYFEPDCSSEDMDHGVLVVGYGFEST
# Target sequence (P07711 292-333 limits assumed): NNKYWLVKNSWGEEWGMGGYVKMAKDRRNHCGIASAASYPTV
# Cathepsin G inh: cathepsin G (human) inhibition; 62,000 compounds, 0.2% hits; inhibition, % at 5 µM (by protocol); P08311; purified enzyme, AMC-tetrapeptide fluorescence, pooled mixtures;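 active means inhibition above 20% in each of the two mixture wells holding the compound; inactive means inhibition of 20% or less in either well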;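 further: 0% = enzyme control without mixture and 100% = blank lacking enzyme; strong numbers were not always called active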
# Target sequence (P08311 21-244 limits assumed): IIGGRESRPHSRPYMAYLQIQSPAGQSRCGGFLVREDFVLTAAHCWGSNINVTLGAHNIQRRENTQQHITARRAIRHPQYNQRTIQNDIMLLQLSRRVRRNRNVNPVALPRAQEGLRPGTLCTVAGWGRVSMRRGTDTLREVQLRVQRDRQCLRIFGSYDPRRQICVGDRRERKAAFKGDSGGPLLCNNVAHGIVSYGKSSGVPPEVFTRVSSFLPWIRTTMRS
# FXIIa mix inh: factor XIIa (human) inhibition, mixture screen; P00748; purified FXIIa, fluorogenic substrate, pooled mixtures; inhibition, % at 5 µM; 62,000 compounds, 0.2% hits;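 further: 0% = enzyme without compound and 100% = no enzyme blank; some results filed as inactive read as strong as hits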
# C1s block: blocks human complement C1s protease activity; P09871; 62,000 compounds, 0.16% hits; mean inhibition % of two 10-compound mixtures (hits give high values), % at 5 µM (by protocol); purified C1s, fluorogenic AMC substrate, pooled mixtures;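 active means inhibition above 20% in each of the two 10-compound mixture wells holding the compound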;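 further: 0% = enzyme wells lacking compound mixture and 100% = no-enzyme blank wells; some compounds called inactive have numbers as strong as hits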
# JNK3 blocker: inhibitors of human JNK3 kinase. P53779. purified JNK3 kinase activity, HTS. inhibition, % at 8 µM. 60,000 compounds, 0.61% hits. AID 746; in the data active means inhibition above about 17%;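 further: 0% = DMSO and 100% = reference inhibitor; many of its hits are not listed in these tables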
# Target sequence (P53779 whole entry, looked up): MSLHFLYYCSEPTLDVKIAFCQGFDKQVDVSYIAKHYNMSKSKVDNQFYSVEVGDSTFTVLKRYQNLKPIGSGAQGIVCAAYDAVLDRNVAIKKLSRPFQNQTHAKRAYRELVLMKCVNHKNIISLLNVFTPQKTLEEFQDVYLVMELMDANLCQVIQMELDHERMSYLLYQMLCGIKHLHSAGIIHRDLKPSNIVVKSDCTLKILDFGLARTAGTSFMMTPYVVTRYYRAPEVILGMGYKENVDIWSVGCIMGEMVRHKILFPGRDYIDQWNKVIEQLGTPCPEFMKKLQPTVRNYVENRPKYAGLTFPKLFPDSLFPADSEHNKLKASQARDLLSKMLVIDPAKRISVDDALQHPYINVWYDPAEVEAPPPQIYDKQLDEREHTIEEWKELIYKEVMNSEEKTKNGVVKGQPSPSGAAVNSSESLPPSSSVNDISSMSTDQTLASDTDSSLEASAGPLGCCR
# CatS block: blocks human cathepsin S protease activity; AID 501; P25774; recombinant cathepsin S, AMC dipeptide fluorescence, pooled mixtures; inhibition, %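 (tested at 5 µM per compound within 10-compound mixtures)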; 62,000 compounds, 0.06% hits; in the data active means inhibition above about 32%, passing the limit was not always enough; inconclusive means no clear call, values can overlap the other calls;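 further: 0% = enzyme without compound and 100% = blank without enzyme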
# Starred values were filed as active, the others as inactive; ? = inconclusive; . = not tested or not shown. Unless noted, no stated cut-off is given here; in the data, active means inhibition above about 20% (passing the limit was not always enough); inactive means the rest.
FXIIa mix inh	C1s block	Structure	CatL block	PKA inh	CatS block	JNK3 blocker	ROCK2 inh	FXIa mix inh	Cathepsin G inh
9	0	Cc1ccc(-n2ncc3c(=O)[nH]c(SCC(=O)N4CCCCC4)nc32)cc1	.	6	2	4	-8	0	-5
4	16	COC(=O)c1cc(NC(=O)CN2C(=O)CSC2=O)ccc1Cl	6	-3	9	2	-3	9	10
-13	0	CCn1c(SCC(=O)NCc2ccccc2)nnc1-c1ccccc1O	8	6	11	-9	5	7	-1
7	-12	O=C(Nc1sc2c(c1C(=O)NC1CC1)CCCCCC2)c1ccco1	-11	7	-6	4	8	4	7
6	4	CCOc1ccc2nc(NC(=O)CSc3nc4ccccc4c(=O)n3Cc3ccco3)sc2c1	-1	0	1	-2	-2	10	15
1	-80	O=C(Nc1cccc(-c2cn3cccnc3n2)c1)c1ccc(Br)o1	-119	9	-4	.	.	-9	-9
0	-45	Cc1cc(C)nc(SCc2nnc(SCC(=O)NCc3ccco3)n2-c2ccccc2)n1	8	-2	5	-1	0	0	6
7	-13	O=C1CCN(Cc2nnnn2CC2CCCO2)c2ccccc2N1 (centres undefined)	.	1	-6	9	-3	2	-14
11	-5	CCOC(=O)Cn1c(=O)c2c(nc3n2CCN3c2ccc(C)cc2)n(C)c1=O	15	11	-4	6	7	0	8
4	9	CCn1nnc(NC(=O)c2ccc(C(C)(C)C)cc2)n1	4	-6	13	.	.	0	9

# Following part
FXIIa mix inh	C1s block	Structure	CatL block	PKA inh	CatS block	JNK3 blocker	ROCK2 inh	FXIa mix inh	Cathepsin G inh
4	-28	CCOC(=O)c1sc(NC(=O)COC(=O)c2ccco2)nc1C	21	-6	4	3	-1	12	-7
7	9	O=C1CCCc2c1[nH]c1ccc(CN3CCCCC3)cc21	-17	-8	-1	-4	-5	4	9
1	21	N#Cc1nc(Cc2ccccc2)oc1N1CCN(c2cccc(Cl)c2)CC1	18	0	13	-3	-1	11	10
-3	-25	CCOC(=O)C1=C(C)NC(=O)CC1c1ccccc1 (centres undefined)	11	5	26	1	9	6	-3
3	-8	N#CNC1=NCN(Cc2ccccc2)CN1	8	0	11	2	3	8	-8
3	-1	O=C(CSCc1cccc(Br)c1)N1CCOCC1	.	7	-7	0	4	2	8
-3	-37	Cc1csc(NC(=O)CCS(=O)(=O)c2ccc(Br)cc2)n1	-2	6	22	1	4	2	-4
0	5	Cc1noc(C(=O)Nc2sc3c(c2C#N)CCC3)c1Cl	19	2	7	2	5	1	9
8	7	COc1ccc(-c2ccc(-c3noc(C4CCCCC4)n3)c(OC)n2)cc1	0	5	6	-2	6	1	9
3	-4	CCCn1c(C(C)NC(C)=O)nc2ccccc21 (centres undefined)	10	-1	15	-3	2	3	-1

# Following part
FXIIa mix inh	C1s block	Structure	CatL block	PKA inh	CatS block	JNK3 blocker	ROCK2 inh	FXIa mix inh	Cathepsin G inh
3	-41	COc1cc(Br)cc2cc(C(=O)N3CCN(C(=O)c4ccco4)CC3)c(=O)oc12	5	-3	9	2	-6	-9	-11
1	13	O=C(Nc1ccc2c(c1)nc1n2CCSC1)c1ccccc1	14	-6	-6	-1	-9	7	8
2	2	CCOC(=O)C(CCC#N)(CCC#N)C(=O)OCC	.	7	-9	6	2	-1	2
-18	1	CC1CCCCC1NC(=O)CSc1nc2ccccc2c(=O)n1Cc1ccco1 (centres undefined)	-3	-5	16	-4	-8	11	-1
25	1	O=C(CCN1C(=O)c2ccccc2C1=O)Nn1cnnc1	-20	5	-2	-3	7	7	4
.	.	N#CCCSCc1ccc(OCC(=O)O)cc1	12	3	.	8	1	.	.
3	-12	Cc1c(-c2ccc(F)cc2)nc(N)c(C#N)c1-c1ccco1	.	0	-2	3	4	-3	-2
3	-47	COC(=O)c1cn(C(=O)OC)c2ccccc12	-1	2	16	9	-4	3	-4
-6	-9	O=C(Cn1cnc2ccccc2c1=O)Nc1ccc2c(c1)OCCO2	-2	-4	-5	3	-3	4	-1
-18	36	CC(=O)NCCn1c(SCC(=O)NCCC2=CCCCC2)nc2ccccc2c1=O	17	4	7	4	5	37	52

# Remaining list, next part:
FXIIa mix inh	C1s block	Structure	CatL block	PKA inh	CatS block	JNK3 blocker	ROCK2 inh	FXIa mix inh	Cathepsin G inh
7	-26	N#CCCS(=O)(=O)c1nnnn1-c1ccccc1	7	3	1	-1	2	2	1
10	-34	CC1CCCN(S(=O)(=O)c2ccc(NC(=O)CN3CCN(C)CC3)cc2)C1 (centres undefined)	-1	-3	9	-7	4	-3	-3
5	14	Cc1nn(C(C)(C)C)c(OC(=O)c2ccc3c(c2)OCO3)c1S(=O)(=O)c1ccccc1	1	-11	2	0	0	5	8
2	-44	O=S(=O)(c1ccc(-c2cn3ccccc3n2)cc1)N1CCOCC1	-50	.	-7	.	.	0	-7
13	-43	Cc1cccc2cc(CN(Cc3cccs3)Cc3nnnn3Cc3ccccc3)c(=O)[nH]c12	1	5	32	1	15	-1	2
2	-4	CCC(=O)N1CC23C=CC(CC2CC12CCCCC2)O3 (centres undefined)	-12	-6	-11	-2	-3	2	1
-16	-6	COc1ccc(Cc2nc(-c3ccc(NC(=O)c4cccnc4)cc3)no2)cc1	-1	8	7	-3	2	-3	9
3	-3	CCCCN(CCCC)C(=O)CCS(=O)(=O)c1ccc2c(c1)n(C)c(=O)c(=O)n2C	15	6	10	-3	5	4	-1
17	0	COc1ccc(C(C(C(=O)c2ccco2)N2CCOCC2)N2CCOCC2)cc1 (centres undefined)	2	11	8	0	-3	0	1
0	5	O=c1cc(CSc2nnc(-c3ccccc3)o2)c2ccccc2[nH]1	.	2	3	-6	0	3	7

# Next part:
FXIIa mix inh	C1s block	Structure	CatL block	PKA inh	CatS block	JNK3 blocker	ROCK2 inh	FXIa mix inh	Cathepsin G inh
6	12	CCOC(=O)Nc1cc(C(=O)OC)cc(C(=O)OC)c1	-6	0	20	2	3	6	11
6	-2	COc1cccc(N2CC(C(=O)Nc3ccc(C(=O)OC(C)C)cc3)CC2=O)c1 (centres undefined)	5	-2	10	-5	0	9	3
8	2	COc1ccc(NC(=O)CCNS(=O)(=O)c2ccc3c(c2)c(=O)n(C)c(=O)n3C)cc1	23	11	10	2	6	-5	11
-2	0	COc1ccc(C(c2nnnn2CC2CCCO2)N2CCN(c3cccc(C)c3C)CC2)cc1 (centres undefined)	1	7	-3	1	7	4	9
-19	1	CCOC(=O)c1sc(-c2ccccc2)cc1N	-3	6	1	5	12	8	9
-4	-16	COc1ccc(-n2c(SCC#N)nnc2-c2cccnc2)cc1	-2	-1	-6	-4	-4	-3	-13
15	4	CCOC(=O)C1=C(C)NC(=O)C(C#N)C1c1ccco1 (centres undefined)	-2	8	-1	-2	2	7	2
2	3	N/C(CC(=O)Nc1cccc(C(F)(F)F)c1)=N/O	-6	0	-1	-8	3	7	3
0	3	COCCn1c(SCC(=O)Nc2ccc(S(=O)(=O)N3CCOCC3)cc2)nc2ccccc21	-17	-1	-3	-1	-2	9	1
4	-4	CN(Cc1ccccc1)S(=O)(=O)c1ccc2[nH]c(=O)oc2c1	-10	6	-1	-6	7	9	6

# Continued.
FXIIa mix inh	C1s block	Structure	CatL block	PKA inh	CatS block	JNK3 blocker	ROCK2 inh	FXIa mix inh	Cathepsin G inh
22*	15	O=C(O)c1cccc(NS(=O)(=O)c2ccc(Cl)c(C(=O)O)c2)c1	.	-2	10	2	5	17	24
3	3	Cc1ccc2nc(N3CCN(Cc4ccc(F)cc4)C3=O)c(C)cc2c1	-3	-2	5	4	0	9	1
-14	16	COc1ccc(C(=O)N2CCN(S(=O)(=O)c3cc(Cl)ccc3OC)CC2)cc1	10	4	1	5	6	12	10
-17	-1	COc1ccc(-n2c(=O)cc(N3CCN(c4ccccc4F)CC3)[nH]c2=O)cc1	8	11	-8	-1	5	-3	6
.	.	CC1CN(C2CCN(C(=O)COc3ccccc3)CC2)CC(C)O1 (centres undefined)	-6	1	.	0	-7	.	.
.	.	CC1(C)CC(=O)C(C=NCC(O)c2ccccc2)=C(O)C1 (centres undefined)	-7	2	.	-4	6	.	.
6	-5	O=C(NCc1cccnc1)C1CCCN(S(=O)(=O)c2ccc(Cl)cc2)C1 (centres undefined)	-3	-2	12	-6	0	-10	2
7	1	O=C(Nc1cccnc1)C1(c2ccccc2)CCCC1	5	6	1	2	9	-1	10
-1	-10	Cc1ccc(C)c(N2CCN(C(=O)CCCOc3cc(=O)n(C)c4ccccc34)CC2)c1	12	2	20	2	5	2	2
5	-45	CN1CCN(S(=O)(=O)c2ccc(Sc3nc4ccccc4[nH]3)c3nsnc23)CC1	-2	6	-5	4	3	-6	4

# Other entries follow.
FXIIa mix inh	C1s block	Structure	CatL block	PKA inh	CatS block	JNK3 blocker	ROCK2 inh	FXIa mix inh	Cathepsin G inh
3	-27	Cc1cc(NCc2ccc(F)cc2Cl)n2nnnc2n1	12	11	?	2	8	-2	-3
.	.	CC(C)CCNc1nc2c(cc1C#N)COC(C)(C)C2	-131	6	.	-3	6	.	.
-1	-16	COC(=O)CN(c1nc(C)cc(OC)n1)S(=O)(=O)c1ccc(C)cc1	-6	-7	15	-1	-4	22	10
2	-22	CCCCNC(=O)C(C#N)c1nc2ccccc2nc1N1CCN(Cc2ccc3c(c2)OCO3)CC1 (centres undefined)	-17	3	1	5	-3	4	0
7	8	CC(=O)c1cc(OC(=O)c2ccncc2)ccc1OC(=O)c1ccncc1	-7	0	-4	-1	6	14	11
-1	13	CCn1c(C)nc2cc(-c3nnc(-c4c(-c5ccccc5)noc4C)o3)ccc21	15	7	-6	.	.	5	8
4	-1	CC(=O)NCC(=O)OC(C)C(=O)Nc1ccc(C(C)=O)cc1 (centres undefined)	8	8	7	2	7	-1	3
8	2	O=C(CSc1nnc(-c2ccncc2)o1)Oc1ccccc1	-5	10	-10	1	4	3	3
5	-22	CC(=O)c1c(C)oc2ccc(NS(=O)(=O)c3ccc(O)c(C(=O)O)c3)cc12	11	8	5	-4	6	7	5
8	13	CC1CCN(CC(O)COc2cccc(F)c2)CC1 (centres undefined)	.	5	13	2	8	2	12

# Whole records from above. Screens in order: FXIIa mix inh | C1s block | CatL block | PKA inh | CatS block | JNK3 blocker | ROCK2 inh | FXIa mix inh | Cathepsin G inh
# CC(C)CCNc1nc2c(cc1C#N)COC(C)(C)C2 in the list: . | . | -131 | 6 | . | -3 | 6 | . | .
# CC1CCN(CC(O)COc2cccc(F)c2)CC1 (centres undefined) in the list: 8 | 13 | . | 5 | 13 | 2 | 8 | 2 | 12
# Cc1cc(NCc2ccc(F)cc2Cl)n2nnnc2n1 in the list: 3 | -27 | 12 | 11 | ? | 2 | 8 | -2 | -3
# CC(=O)c1cc(OC(=O)c2ccncc2)ccc1OC(=O)c1ccncc1 in the list: 7 | 8 | -7 | 0 | -4 | -1 | 6 | 14 | 11
# CC(=O)NCC(=O)OC(C)C(=O)Nc1ccc(C(C)=O)cc1 (centres undefined) in the list: 4 | -1 | 8 | 8 | 7 | 2 | 7 | -1 | 3

# More structures follow:
FXIIa mix inh	C1s block	Structure	CatL block	PKA inh	CatS block	JNK3 blocker	ROCK2 inh	FXIa mix inh	Cathepsin G inh
-5	1	COCCn1c(CN(Cc2ccccc2)Cc2ccccc2)nc2c1c(=O)n(C)c(=O)n2C	3	-4	9	-2	-1	5	4
3	4	CN(C(=O)c1cccnc1)c1nnc(-c2cnccn2)s1	5	-5	2	1	-4	11	4
4	-8	COCCCNc1nc2ccccc2nc1NS(=O)(=O)c1cccs1	-118	-3	21	2	-1	7	3
3	2	CN(C)c1ccc(NC(=O)CCCc2ccccc2)cc1	-1	8	6	-11	10	12	12

# A draw from above in order of heavy-atom count, low to high:
FXIIa mix inh	C1s block	Structure	CatL block	PKA inh	CatS block	JNK3 blocker	ROCK2 inh	FXIa mix inh	Cathepsin G inh
-19	1	CCOC(=O)c1sc(-c2ccccc2)cc1N	-3	6	1	5	12	8	9
6	-5	O=C(NCc1cccnc1)C1CCCN(S(=O)(=O)c2ccc(Cl)cc2)C1 (centres undefined)	-3	-2	12	-6	0	-10	2
5	-22	CC(=O)c1c(C)oc2ccc(NS(=O)(=O)c3ccc(O)c(C(=O)O)c3)cc12	11	8	5	-4	6	7	5
